Screening data as filed in PubChem BioAssay.
KCNH2 3.1 block: inhibitors of human KCNH2 3.1 potassium channel isoform; AID 720553; 340,000 tested, 0.95% active; U2OS KCNH2 3.1, thallium flux FluxOr; active compounds read low; activity change, % (tested at about 1.8 µM);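 active = maximum activity change below -70%; inconclusive = maximum activity change from -70% to -50%; inactive = maximum activity change above -50%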;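 also: thallium influx rate constant from kinetic fluorescence after stimulation buffer; % is scaled to controls: 0 for no effect and ±100 for the full control effect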
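Measured as rate of thallium-driven FluxOr signal in transduced U2OS cells carrying the 3.1 channel, read kinetically for 2 min upon stimulation; values are rate constants scaled to DMSO control wells.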
Eya2 phos inh: inhibitors of human Eya2 phosphatase activity | recombinant Eya2, OMFP fluorescence dephosphorylation (OMFP is methylfluorescein phosphate) | Potency, µM (series often up to 76.9 µM), inactives show at the top dose activity, negative = inhibition, hits mostly inhibitors | O00167 | 330,000 tested, 0.006% active; also: potency is read from the fitted curve at half-maximal effect; % is scaled to controls: 0 for no effect and ±100 for the full control effect
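Eya2 protein (added as 0.2 uM solution) was preincubated with compound for 10 min at ambient temperature in 50 mM HEPES pH 7.5, 50 mM NaCl, 5 uM MgCl2, 0.05% BSA, 1 mM DTT. OMFP (added at 50 uM) then reacted 10 min; fluorescence read at 485/525 nm.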
AT treatment: potential ataxia-telangiectasia treatments restoring KAP-1 phosphorylation; […] A-T fibroblasts, KAP-1 phosphorylation AlphaLISA; neocarzinostatin DNA damage 30 min before lysis; Potency, µM (series often up to 57.5 µM), for inactives: at the highest dose activation, actives largely listed as activators; 320,000 tested, 0.19% active; also: potency is read from the fitted curve at half-maximal effect; % of control where 0% means no effect; nearly all actives have a fitted effect of over 45% in size
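ATM-like activity read as KAP-1 phosphorylation via AlphaLISA donor/acceptor antibody pairs after lysis and 6 hr at 25C. Cells were ATM-null patient fibroblasts ([…], hTERT), dosed 60 min, then exposed to the DSB inducer NCS for 30 min.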
TSHR antagonist: blocks TSH signaling through the human TSH receptor | AID 504810 | activity change, negative = inhibition, % at 11.5 µM | 330,000 tested, 0.2% active | TSHR-expressing cells, TSH-stimulated cAMP HTRF, 2 h; active compounds read low;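 active = activity change below a set negative limit, meaning inhibition stronger than a set level, cut at about -70% in these data; inconclusive = activity change between two set negative limits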; also: % is scaled to controls: 0 for no effect and ±100 for the full control effect
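TSHR-expressing cells, 200/well, pre-treated with compound, then stimulated with EC80 TSH (4nM final) for 2 hours at 37 deg C. cAMP measured by competitive HTRF: anti-cAMP cryptate antibody in lysis buffer plus cAMP-d2, read after 30 minutes at room temperature.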
TCR activator: activators of T cell receptors; primary human leukocytes, anti-CD3, IL-2 HTRF, 48 h; Potency, µM (titrated, usually from 9.22 µM), for inactives: top-dose activation of IL-2 secretion, actives largely listed as activators; 330,000 tested, under 10 active; AID 504894; also: % of control where 0% means no effect
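48 hr co-incubation of compounds, a-CD3 beads and primary human leukocytes; IL-2 quantified homogeneously by HTRF with anti-IL-2 K and d2 conjugates.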
ELG1 repair inh: blocks ELG1-dependent DNA repair in HEK293T cells | HEK293T ELG1-luciferase reporter, luminescence, 16 h; DNA damage induced by 5-fluorouridine | 330,000 tested, 2.3% active | Potency, µM (titrated, usually from 46.1 µM), without a hit: at the top dose activity change, negative = inhibition, hits mostly inhibitors; also: potency is read from the fitted curve at half-maximal effect; % is scaled to controls: 0 for no effect and ±100 for the full control effect; nearly all actives have a fitted effect of over 55% in size
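In this reporter screen, reduction of luminescence relative to DMSO vehicle indicated activity. Compounds and 5-fluorouridine were added together to 2,000 cells per well, incubated for 16 hr at 37 °C, then developed with ONE-Glo.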
KCNH2 WT inh: inhibitors of human wildtype KCNH2 potassium channel | activity change, % at 1.84 µM | U2OS, BacMam KCNH2, thallium flux FluxOr; active compounds read low | 340,000 tested, 0.37% active | Q12809 | AID 720551;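 active = maximum activity change below -70%; inconclusive = maximum activity change between -70% and -50%; inactive = maximum activity change above -50%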; also: % is scaled to controls: 0 for no effect and ±100 for the full control effect
Target sequence (Q12809 whole entry, looked up): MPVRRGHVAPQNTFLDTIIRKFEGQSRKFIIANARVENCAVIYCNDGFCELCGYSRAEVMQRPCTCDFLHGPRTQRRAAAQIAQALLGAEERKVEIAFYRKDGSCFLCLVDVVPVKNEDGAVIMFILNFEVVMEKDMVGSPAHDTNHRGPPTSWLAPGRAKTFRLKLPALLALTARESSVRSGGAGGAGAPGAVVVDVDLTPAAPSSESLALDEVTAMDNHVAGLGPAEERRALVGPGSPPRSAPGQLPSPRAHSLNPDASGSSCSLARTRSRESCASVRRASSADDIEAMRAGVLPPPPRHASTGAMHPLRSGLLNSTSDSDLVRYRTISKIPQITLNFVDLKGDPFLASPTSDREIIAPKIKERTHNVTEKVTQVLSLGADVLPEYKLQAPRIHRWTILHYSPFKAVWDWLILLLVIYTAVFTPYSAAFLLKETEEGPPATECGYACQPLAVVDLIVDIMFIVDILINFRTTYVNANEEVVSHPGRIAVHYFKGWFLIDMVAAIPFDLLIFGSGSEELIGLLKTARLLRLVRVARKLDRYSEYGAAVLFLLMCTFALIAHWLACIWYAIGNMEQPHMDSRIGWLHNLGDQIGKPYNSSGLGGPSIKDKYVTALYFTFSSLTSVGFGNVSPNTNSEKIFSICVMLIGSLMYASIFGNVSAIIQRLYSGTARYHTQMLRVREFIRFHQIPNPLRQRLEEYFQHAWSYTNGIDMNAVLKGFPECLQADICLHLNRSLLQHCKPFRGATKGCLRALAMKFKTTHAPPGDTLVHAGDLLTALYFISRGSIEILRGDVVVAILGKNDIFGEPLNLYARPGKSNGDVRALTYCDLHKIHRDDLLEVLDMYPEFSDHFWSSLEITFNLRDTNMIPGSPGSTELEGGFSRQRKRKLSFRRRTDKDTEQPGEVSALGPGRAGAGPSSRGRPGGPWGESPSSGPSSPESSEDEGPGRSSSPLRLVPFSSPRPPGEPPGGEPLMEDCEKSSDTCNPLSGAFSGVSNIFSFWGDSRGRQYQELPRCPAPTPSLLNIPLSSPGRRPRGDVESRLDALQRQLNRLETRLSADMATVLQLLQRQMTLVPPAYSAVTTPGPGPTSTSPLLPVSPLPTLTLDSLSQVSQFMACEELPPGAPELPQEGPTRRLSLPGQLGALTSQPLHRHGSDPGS
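U2OS cells transduced with wild-type KCNH2 virus are loaded with FluxOr dye for 45 min, and thallium flux is measured in kinetic reads before and after stimulation buffer. Rate constants are normalized to DMSO controls.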
Mito fusion yeast: mitochondrial division inhibition or fusion activation; 320,000 tested, 0.23% active; AID 485298; S. cerevisiae fusion-defective mutant growth rescue, CellTiterGlo 48 h; Potency, µM (highest dose often 46.1 µM), for the others: at the top dose growth rescue (activation), hits mostly activators;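 also: potency is read from the fitted curve at half-maximal effect; % of control where 0% means no effect; nearly all actives have a fitted effect of over 45% in size; temperature-sensitive fusion mutants such as fzo1-1 at 37 °C on non-fermentable ethanol glycerol medium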
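Growth-rescue viability read-out: after 48 h at the non-permissive 37C in glycerol/ethanol YPEG, yeast mitochondrial fusion mutants are measured by CellTiterGlo luminescence; compounds (23 nl pinned per well) restoring growth score as division inhibitors or fusion activators.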
TRPV1 ag: activates the human vanilloid receptor TRPV1; Q8NER1; TRPV1-expressing cells, Fluo-8 calcium influx, agonist mode; activation, % at 8.33 µM; 320,000 tested, 0.19% active; in the data active = activation above about 80%; inconclusive = between about 30% and that limit; also: 0% is about no effect
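Fluo-8 calcium influx in TRPV1-expressing cells, kinetic read (ex 480/em 520 nm). Compound added and read 3 min for agonist activity, followed by capsaicin at EC20 final and 2 min further read for enhancement.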
USP2a inh: inhibitors of human ubiquitin-specific protease USP2a | O75604 | USP2 core, Ub-CHOP2 coupled fluorogenic reporter, 485/531 | Potency, µM (highest dose often 38.3 µM), for inactives: at the highest dose activity change, negative = inhibition, most hits filed as inhibitors | 330,000 tested, 0.01% active | AID 463254;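 also: potency is read from the fitted curve at half-maximal effect; plate controls were DMSO wells for no effect and full inhibition by NEM control for full effect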
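Cell-free coupled assay: 10nM USP2 core preincubated 30min RT with compound in Tris-HCl pH 8.0/CaCl2/CHAPS buffer, then 25nM Ub-CHOP2 and 25nM reporter substrate; fluorescence (Ex 485/Em 531) read after 60min RT, normalized to NEM inhibition, concentration-response curves fitted.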
Active calls of the source: *; i = inactive; u = inconclusive; x = no result given; [ ] = remark or other dose. Unless noted, calls follow the shape of the dose curve; as a rule, active = well fitted curve in the direction sought with a large enough effect; inconclusive = small, poorly fitted or top-dose-only effect, or another doubt; inactive = no such curve, though single readings can be large; an effect the other way counts as inactive or inconclusive. The list is partial. The share of hits here may be higher or lower than overall.

canonical_smiles	KCNH2 3.1 block	Eya2 phos inh	AT treatment	TSHR antagonist	TCR activator	ELG1 repair inh	KCNH2 WT inh	Mito fusion yeast	TRPV1 ag	USP2a inh
O=C(Nc1cccs1)Nc1ccc(Br)cc1F	-9	-5%	x	-26	-2%[46.1 µM]	u	-13	12%	-15	5%
CCCCN(C)CCNC(=O)c1cn(C)c(=O)c2c1c1ccccc1n2C	1	-21%	24%	23	-2%	u	13	1%	-7	-2%
CCCCOC(=O)c1ccc(NC(=O)Nc2ccc(OC)c(OC)c2)cc1	-3	-2%	x	0	-2%	u	-5	-2%	u	4%
CCOCCCNS(=O)(=O)c1ccc(NC(=O)Cc2c(F)cccc2Cl)cc1	13	-6%	13%	10	-4%	-2%	-10	18%	-4	3%
O=C(COC(=O)c1cccc(O)c1)NC(=O)Cc1ccccc1	10	-8%	10%	0	2%	11%	-9	-2%	4	4%
Cc1cc(Cl)cc(C)c1OCCCCN1CCOCC1	-1	-12%	2%	6	-2%	0%	17	-1%	16	5%
COc1ccc(CCc2nnc(CCC(=O)N(C)Cc3ccncc3C)o2)cc1	-72*	-2%	4%[11.5 µM]	-17	7%	7%	1	6%	2	3%
Cc1ccc(S(=O)(=O)N(C)c2cc(S(N)(=O)=O)c(C)cc2C)cc1	-18	2%	-1%	1	-1%	u	-4	7%	-2	1%
COc1ccc(CC(=O)OCC(=O)N2CCCc3ccccc32)cc1	14	-12%	0%	8	3%	5%	7	-1%	1	0%
CCOC(=O)C1CCCN(C(=O)COc2ccc(S(=O)(=O)N3CCOCC3)cc2)C1 (configuration not stated)	-5	7%	7%	-3	2%	0%	-9	x	x	1%
Cc1ccc(C(=O)C2C(c3cccs3)NC(=O)NC2(O)C(F)(F)F)cc1 (configuration not stated)	17	-28%	0%	7	-1%	-3%	-5	-7%	8	2%
CC(=O)n1cc([C@H]2C=C(C(=O)N3CCN(Cc4ccc5c(c4)OCO5)CC3)O[C@@H](OCCCCO)C2)c2ccccc21	-36	-12%	-9%	-5	-3%	u	6	3%	-3	-5%
COCCOc1nc2c(c(=O)n(C)c(=O)n2C)n1CCc1ccccc1	-18	12%	0%	-20	-11%	-2%	6	2%	10	2%
FC(F)(F)c1cccc(-c2nn[nH]n2)c1	-50	-18%	-8%	1	0%	-10%	7	1%	1	3%
Cc1ccc(S(=O)(=O)NCCC(=O)NCc2ccc(Cl)cc2)cc1C	-3	-5%	1%	-6	-8%	-4%	6	1%	22	2%
O=C(Cc1ccc(Cl)cc1)Nc1ccc2oc(=O)ccc2c1	-9	-18%	-14%	0	6%	-15%	4	11%	20	6%
COc1ccccc1N1CC(C(=O)Nc2nnc(SCc3cccnc3)s2)CC1=O (configuration not stated)	7	-4%	2%	6	8%	0%	-3	-1%	-1	-1%
Oc1ccccc1Cn1c(-c2ccccc2O)nc2ccccc21	-1	x	x	x	-8%	x	-5	6%	u	x
Cc1ccc2cccc(SCC(=O)NCC#N)c2n1	0	-1%	9%	-5	1%[46.1 µM]	0%	-4	-1%	1	-1%
Cc1sc2ncn(CC(=O)NCc3ccco3)c(=O)c2c1-c1ccc(F)cc1	7	0%	0%	2	-3%	1%	5	13%	0	-19%
COc1ccc(-c2nc(CS(=O)(=O)CC(=O)NCc3cccc(Br)c3)c(C)o2)cc1	3	17%	-7%	-11	-4%	-4%	5	-2%	13	-1%
CN(Cc1ccccc1)C(=O)CN1C(=O)NC(C)(c2ccc(Cl)cc2)C1=O (configuration not stated)	-2	-13%	1%	4	-3%	-2%	2	-6%	3	1%
Cc1ccc(CNC(=O)C23CN(Cc4ccccc4)CC2C(c2ccc([N+](=O)[O-])cc2)=NO3)cc1 (configuration not stated)	-24	-14%	-6%	-19	-1%	u	-4	-1%	1	-6%
COc1cc(NS(=O)(=O)c2ccc(Br)s2)cc(OC)c1	-4	-1%	0%	-12	0%	-4%	-1	14%	0	0%
CCc1ccc(NC2=NC(C(=O)NC3CCCCC3)CC(=O)N2)cc1 (configuration not stated)	6	-1%	4%	-7	4%	4%	6	-4%	-1	2%
C[C@@H]1CCC[C@H](C)N1Cc1nc(Cc2ccccc2Cl)no1	7	3%	4%	-7	-4%	13%	4	0%	-1	-2%
CCC1Nc2ncnc(N3CCCCC3)c2N(Cc2ccc(Br)cc2)C1=O (configuration not stated)	-27	4%	12%	9	4%	7%	6	-5%	u	-1%
COc1cc2nc(CN3CCN(S(=O)(=O)c4ccc(Br)cc4)CC3)[nH]c(=O)c2cc1OC	5	2%	8%	x	6%	u	3	x	x	3%
CCC(CC)NC(=O)C1CCN(c2ccc(S(=O)(=O)N3CCOCC3)cc2[N+](=O)[O-])CC1	-10	-1%	-3%	-4	-3%	0%	3	-2%	0	-10%
CCCCN(CCCC)S(=O)(=O)c1c(C)[nH]c(=O)[nH]c1=O	-28	-3%	-2%	0	1%	9%	-9	7%	4	-2%

The list goes on.
canonical_smiles	KCNH2 3.1 block	Eya2 phos inh	AT treatment	TSHR antagonist	TCR activator	ELG1 repair inh	KCNH2 WT inh	Mito fusion yeast	TRPV1 ag	USP2a inh
Cc1nc(C)c(-c2ccc(SCc3ccccc3F)nn2)s1	3	-11%	5%	10	9%	u	2	2%	8	0%
O=C1C2ON(c3ccc(Cl)cc3)C(c3ccco3)C2C(=O)N1c1ccccc1 (configuration not stated)	-1	-18%	-6%	5	0%	-4%	2	3%	0	-3%
CNC(=O)c1ccc(NC(=O)CCNC(=O)Nc2ccccc2)cc1	-7	-6%	4%	-7	-3%	9%	7	3%	0	2%
O=C(CCCOC(=O)c1ccc(O)cc1)c1ccccc1	4	-9%	8%	-11	-3%[46.1 µM]	25%	-6	x	x	2%
CC1CC1C(=O)OCC(=O)Nc1ccc(S(=O)(=O)N2CCOCC2)cc1 (configuration not stated)	11	2%	2%	46	1%	0%	-1	x	x	0%
COc1ccc(C(=O)NCCSCc2cccc(Cl)c2)cc1OC	3	-3%	-8%	-7	5%	1%	-5	-1%	u	1%
CCn1nnnc1SCC(=O)c1ccc(C)cc1C	-9	-5%	x	0	-4%[46.1 µM]	u	-16	4%	3	5%
Cc1cc(C)c(S(=O)(=O)N2CCOC2CNC(=O)C(=O)NCCCn2ccnc2)c(C)c1 (configuration not stated)	14	-8%	3%	-1	2%	u	13	5%	4	0%
Cc1cccc2cc(C3CC(c4cccs4)=NN3S(C)(=O)=O)c(Cl)nc12 (configuration not stated)	-6	3%	4%	-5	-6%	u	-4	2%	-2	-8%
Cc1ccc(C(=O)CC(Nc2ccc(F)cc2)c2ccccc2)cc1 (configuration not stated)	-31	-3%	9%	-9	2%[46.1 µM]	u	-9	-10%	u	-1%
CCOC(=O)CSc1nc2sccc2c(=O)[nH]1	-3	5%	-1%	-1	3%	-5%	9	3%	-2	7%
CC1(C)CC2CC(C)(CN2C(=O)COC(=O)c2ccccc2C(F)(F)F)C1 (configuration not stated)	9	-25%	16%	8	4%	8%	0	9%	u	3%
CCOC(=O)N1CCN(C(=O)C(NS(=O)(=O)c2cccc3nsnc23)c2ccccc2)CC1 (configuration not stated)	22	-1%	-1%	-4	17%	0%	3	-6%	1	-1%
O=C(Cc1cn(-c2ccccc2)nc1-c1ccccc1)N1CCCCC1	2	8%	5%	23	-7%	0%	3	24%	3	0%
CCCOC(=O)c1ccc(-c2c(C)noc2-c2ccc(OC)cc2O)o1	-19	3%	3%	4	-7%	21µM*	-2	7%	17	-1%
COc1ccc(-c2cccc(NS(=O)(=O)c3cccc([N+](=O)[O-])c3)c2)nn1	39	1%	1%	-14	-4%	1%	-10	6%	0	3%
C=CCC(Nc1ccco1)c1ccccc1 (configuration not stated)	15	15%	26%	7	-4%	10%	-2	6%	4	2%
CCN(C(=O)COC(=O)c1cccnc1)c1cccc2ccccc12	-1	1%	-2%	x	x	-1%	-1	x	x	-3%
COc1ccc(-c2nc(CSCC(=O)NC3CCCC3)c(C)o2)cc1OC	-35	6%	6%	34	-1%	15µM*	18	-6%	2	1%
COc1ccccc1NC(=O)c1ccc(-n2cncn2)nc1	-1	0%	-5%	-1	1%	9%	i	-7%	1	2%
CC(C)(C)NC(=O)CSc1ccc(S(=O)(=O)N2CCOCC2)cn1	10	1%	3%	13	6%	-1%	7	0%	-1	3%
NNC(=O)CN1CCCc2ccccc21	-10	-5%	-23%	-11	11%	u	4	-4%	-6	0%
COc1cccc(CN(CC(=O)NCc2ccc(F)cc2)C(=O)c2ccco2)c1	6	13%	5%	-1	-1%	0%	3	-1%	2	-2%
COc1cc(C(=O)N[C@H](C(=O)Nc2nnc(C3CC3)s2)C(C)C)cc(OC)c1OC	9	12%	-5%	-7	0%	u	9	7%	9	3%
